Screening results deposited in PubChem by several laboratories.
NTR1 ag = NTR1-driven beta-arrestin-GFP spot formation – imaging, U2OS cells, high content, primary screen (AID 493036) | 0.17% of 330,000 active | agonist mode | P30989 | activation, % at 20 µM;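 active = activation at or above 40% of the spot to cytoplasm intensity ratio, with at least 20 cells analyzed; inconclusive = wells under 20 cells, flagged as cytotoxic or low count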;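 also: 0% = DMSO without peptide and 100% = 100 nM NTR1 peptide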
Target sequence (P30989 whole entry, looked up): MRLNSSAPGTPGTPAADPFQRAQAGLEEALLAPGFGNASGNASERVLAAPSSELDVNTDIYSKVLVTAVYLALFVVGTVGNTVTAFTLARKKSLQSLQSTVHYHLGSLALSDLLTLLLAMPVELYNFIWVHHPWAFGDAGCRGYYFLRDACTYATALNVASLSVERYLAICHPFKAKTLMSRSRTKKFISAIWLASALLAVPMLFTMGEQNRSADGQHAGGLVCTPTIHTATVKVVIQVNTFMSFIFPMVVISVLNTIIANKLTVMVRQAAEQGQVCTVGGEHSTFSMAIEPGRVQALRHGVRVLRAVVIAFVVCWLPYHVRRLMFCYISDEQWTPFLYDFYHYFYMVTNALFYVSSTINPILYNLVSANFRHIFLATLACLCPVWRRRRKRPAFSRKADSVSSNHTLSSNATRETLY
Rac1 GTP hydrolysis = MgcRacGAP GTPase-activating activity inhibitors, confirmation, biochemical, ADP Hunter fluorescence; MgcRacGAP-stimulated Rac1 GTP hydrolysis, ADP Hunter fluorescence; higher % means a stronger effect; GST-tagged Rac1 F28L mutant substrate; inhibition, % at 30 µM, or IC50 in µM where a hit was titrated; 0.6% of 340,000 active; AID 624330;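 active = first-screen hits whose inhibition reached a set limit at any dose in the follow-up dose series; inconclusive = inhibition above the set first-screen limit but never retested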;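 also: fluorescence reports GDP produced by GAP-driven GTP hydrolysis; strong numbers were not always called active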
AID2073 = inhibitors of Mint1-CaV2.2 protein interaction, biochemical, HTRF (AID 2073); 0.19% of 290,000 active; HTRF protein-protein interaction, Mint1-CaV2.2; higher % means a stronger effect; one-dose inhibition, % at 20 µM; IC50 in µM for titrated hits; in the data active = inhibition mostly above about 51%, no sharp cut-off; inconclusive = no clear call, values can overlap the other calls; inactive = mostly below about 53%; also: some results filed as inactive read as strong as hits
GPR55 LPI antagonism = GPR55 antagonists blocking LPI-driven arrestin recruitment, primary screen, imaging, U2OS, beta-arrestin-GFP, LPI agonist (AID 2013); U2OS GPR55 beta-arrestin-GFP translocation imaging, LPI antagonism; higher % means a stronger effect; 0.13% of 290,000 active; inhibition, % at 10 µM; hits with a dose series show IC50 in µM;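 active = spots per cell inhibited over 60%, with over 100 cells counted and total cytoplasm intensity under 500,000; inconclusive = wells with under 100 cells, flagged as likely toxic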;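 also: U2OS cells stably carrying GPR55 and arrestin-GFP stimulated by 5 µM LPI near EC80; imaged beta-arrestin-GFP aggregate spots per cell after agonist stimulation; plate controls were LPI-stimulated DMSO wells for no effect and DMSO wells without LPI for full effect; some results filed as inactive read as strong as hits; confirmed hits need IC50 under 10 µM and bright autofluorescent wells are also inconclusive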
GPR35 arrestin U2OS = GPR35 antagonists blocking zaprinast-driven arrestin recruitment, primary screen, imaging, U2OS, beta-arrestin-GFP, zaprinast agonist (AID 2058); U2OS GPR35 beta-arrestin-GFP translocation imaging, zaprinast antagonism; higher % means a stronger effect; inhibition, % at 10 µM, or IC50 in µM where a hit was titrated; 0.052% of 290,000 active;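 active = inhibition of at least 50% with at least 30 cells and total cytoplasm GFP at most 10,000,000; inconclusive = under 30 cells or total GFP of 10,000,000 plus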
Large T inhibition = SV40 large T antigen inhibitors, biochemical (AID 1903); SV40 large T antigen ATPase/helicase inhibition assay; higher % means a stronger effect; inhibition, % at 20 µM; hits with a dose series show IC50 in µM; 0.39% of 310,000 active; in the data active = a potency from the dose series; inconclusive = inhibition mostly from about 32% at the one dose, without a potency; inactive = the rest, 99 in 100 with inhibition below about 32%; also: strong numbers were not always called active
GPR55 activation = GPR55 agonists via beta-arrestin recruitment, primary screen, imaging, U2OS cells, beta-arrestin-GFP redistribution (AID 1961); U2OS GPR55 beta-arrestin-GFP redistribution imaging; higher % means a stronger effect; activation, % at 10 µM, or EC50 in µM where a hit was titrated; 0.048% of 290,000 active;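 active = activation above 40% with more than 50 cells counted in the well; inconclusive = wells holding fewer than 50 cells, flagged as toxic or sparse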;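 also: U2OS osteosarcoma cells stably expressing GPR55 and beta-arrestin-GFP; plate controls were DMSO negative control for no effect and LPI positive control for full effect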
Yfh1-off respiration = enhancers of respiration in Yfh1-depleted yeast, dose response, Friedreich's ataxia, plus single-dose screen (AID 1465); fold induction at 50 µM; hits with a dose series show EC50 in µM; 0.074% of 220,000 active; S. cerevisiae Yfh1-off respiration, WST-1 reduction, 72 h; higher fold induction means a stronger effect;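 active = fold induction of absorbance versus untreated yeast above a set limit, then at least 30% activation at any dose in follow-up; inconclusive = repeats straddling the limit, or above it without dose testing; inactive = fold induction below the set limit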;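 also: activators that raise dye reduction in frataxin-depleted yeast; strong numbers were not always called active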
NS5 inhibitors = flavivirus cap methylation enzyme inhibition – biochemical, confirmation dose response, primary screen (AID 588689); 0.3% of 340,000 active; Dengue-2 NS5 methyltransferase capping enzyme assay, biochemical; higher % means a stronger effect; inhibition, % at 25 µM, or IC50 in µM where a hit was titrated; in the data active = a potency from the dose series; inconclusive = inhibition above about 29% without an active follow-up result
NTR1 ag cell count 20 µM = also measured in NTR1 ag; calls as there; cell count; measured here: cell count, cytotoxicity flag
The depositor's hits bear a star; i = inactive; u = inconclusive; x = no result given.

SMILES	NTR1 ag	NTR1 ag cell count 20 µM	Rac1 GTP hydrolysis	AID2073	GPR55 LPI antagonism	GPR35 arrestin U2OS	Large T inhibition	GPR55 activation	Yfh1-off respiration	NS5 inhibitors
O=C1CC(NNC(=O)c2ccccc2)C(=O)N1 (stereo not drawn)	1.8	76	1%	1%	8%	3%	5%	-0.1%	i	-1%
O=[N+]([O-])c1ccc(OCC(O)CN(C2CCCCC2)C2CCCCC2)cc1 (stereo not drawn)	-1.9	56	6%	-2%	3%	0%	2%	-0.8%	i	0%
CCOC(=O)C(NC(C)=O)(Nc1ccc(F)cc1)C(F)(F)F (stereo not drawn)	2.2	47	-5%	-12%	2%	8%	3%	-0.3%	i	-10%
C=CCn1c(SCC(=O)C23CC4CC(CC(C4)C2)C3)nc(O)cc1=O	0.2	44	x	10%	-3%	-9%	12%	-0.1%	i	x
CCOC(=O)c1ccc(S(=O)(=O)N2CCC(N3CCCCC3)CC2)cc1	0.4	73	2%	6%	-9%	4%	x	-0.3%	x	7%
CC1CCCC(C)N1CCCNC(=O)c1ccc2c(c1)NC(=O)c1ccccc1S2 (stereo not drawn)	-1.1	80	-7%	1%	3%	14%	4%	-0.2%	x	-7%
Cc1cc2nc(N3C(=O)CNC3=S)sc2cc1C	5.7	87	5%	41%	22%	8%	7%	-0.1%	i	-3%
CCCS(=O)(=O)NCCc1csc(-c2ccc(OC)c(OC)c2)n1	1.5	52	9%	-3%	3%	8%	22%	0.1%	i	-13%
Cc1ccc(S(=O)(=O)N(C)CC(=O)Nc2nnc(CC(C)C)s2)cc1	0.3	65	7%	-3%	16%	-3%	20%	0.3%	x	-7%
Cc1cccc(NC(=O)Cn2cc(C(=O)C3CC3)c3ccccc32)c1C	1.9	57	-2%	4%	-16%	16%	7%	-0.1%	x	0%
Cc1nc(-c2ccccc2)nc2sc(C(=O)c3ccc(F)cc3)c(N)c12	3.8	47	10%	-6%	-11%	-6%	5%	-0.6%	i	-11%
COc1cccc(CC(NC(C)=O)C(=O)NC2CCN(S(=O)(=O)c3ccc(NC(C)=O)cc3)CC2)c1OC (stereo not drawn)	-0.1	51	6%	0%	14%	13%	19%	0.2%	x	-2%
CC(=O)Nc1ccc(S(=O)(=O)N(Cc2ccccc2)c2ccccc2)cc1	1.6	44	-1%	7%	-1%	18%	-3%	-0.1%	i	-8%
C=CCn1c(-c2csc(-c3ccc(Cl)cc3)n2)n[nH]c1=S	0.5	43	17%	2%	0%	14%	-3%	0.1%	i	-6%
O=C(Nc1cccc(-c2csc(Nc3ccccc3)n2)c1)c1ccccc1	18	41	0%	7%	11%	-1%	8%	-0.1%	i	0%
C=C(C)n1c(=O)n(Cc2ccccc2C)c2ccccc21	1.4	64	4%	6%	6%	5%	8%	-0.1%	x	0%
Cc1ccnc(SC2CC(=O)N(c3ccc(F)cc3)C2=O)n1 (stereo not drawn)	0.6	62	2%	-4%	7%	16%	27%	0.5%	x	1%
COc1ccccc1NC(=S)N/N=C/c1cccc(C)c1	15	56	7%	-3%	26%	-1%	27%	1.0%	i	2%
CCOC(=O)c1c(C)nc2sc(C(N)=O)c(N)c2c1-c1ccc(OC)cc1	1.6	49	11%	28%	0%	8%	7%	0.0%	i	-6%
O=C(CCCC(=O)N(CC(=O)NC1CCCC1)Cc1ccccc1)Nc1ccccn1	-0.3	43	8%	3%	-3%	18%	-4%	-0.4%	i	-3%
O=C1CN(C(=O)COC(=O)C2CCN(S(=O)(=O)c3ccccc3C(F)(F)F)CC2)c2ccccc2N1	-0.1	87	8%	-5%	-15%	15%	9%	0.0%	i	-5%
O=C1NC(=O)N(Cc2ccccc2F)C1=O	0.4	79	9%	7%	-14%	-4%	10%	0.3%	x	-10%
CCOc1ccc(/C=C2/C(=O)N(c3ccc(OC)cc3)C(=S)N2CC(=O)OC)cc1OCC	10	80	3%	14%	15%	1%	5%	-0.4%	i	-2%
Cc1c(C(=O)N2CCN(S(C)(=O)=O)CC2)oc2ccccc12	0.0	54	11%	-2%	3%	13%	7%	-0.1%	i	-4%
CCOC(=O)C1=C(C)NC(=O)NC1c1c(C)nn(-c2ccccc2)c1Cl (stereo not drawn)	-0.9	51	9%	26%	3%	4%	10%	0.5%	i	1%
O=C(Cn1cc([N+](=O)[O-])nc1[N+](=O)[O-])N1CCN(c2ccccc2)CC1	1.2	91	10%	6%	-5%	-13%	x	-0.2%	i	5%
Cc1ccc(N2CC(C(=O)OCC(=O)c3ccc(F)cc3)CC2=O)cc1 (stereo not drawn)	-0.1	54	5%	5%	8%	-5%	1%	-0.2%	x	2%
COc1ccccc1NC(=O)NC(=O)c1ccccc1	0.7	62	9%	19%	-7%	-4%	16%	0.3%	x	x
Cc1nnc2ccc(-c3ccc(NC(=O)c4cccnc4Cl)cc3)nn12	1.4	59	4%	18%	6%	-8%	7%	-0.6%	i	-10%
CC(C)CNC(=O)c1cc(S(=O)(=O)N2CCOCC2)ccc1N1CCCC1	1.6	46	6%	4%	18%	-2%	5%	0.0%	x	-1%
COc1ccc(/C(C)=N/OC/C(O)=C(\C#N)c2nc3ccccc3[nH]2)c(OC)c1	0.6	85	6%	10%	0%	-4%	10%	0.1%	i	6%
CC(C(=O)O)n1c(-c2ccn[nH]2)n[nH]c1=S (stereo not drawn)	0.0	62	0%	-44%	-1%	12%	10%	0.2%	i	-5%
Cc1cc(C)c(C)c(S(=O)(=O)NCc2ccco2)c1C	-0.9	55	x	-1%	10%	2%	4%	0.2%	i	x
O=C(Nc1nncs1)C1CCCC1	0.6	53	1%	x	x	x	2%	x	x	-2%
CC(=O)Nc1ccc(Br)cc1C(=O)C(=O)O	1.1	56	-1%	2%	4%	3%	15%	-0.1%	i	-3%
Cc1cccc(-c2nnc(-c3ccccc3)o2)c1	0.8	61	6%	10%	21%	2%	12%	0.3%	i	1%
Cc1cccc(-n2c(O)c(C=Nc3ccc4c(c3)OCO4)c3ccccc3c2=O)n1	2.6	52	6%	0%	16%	7%	8%	-0.2%	u	u
O=C1CC2(CCN(C(=O)c3ccccc3Br)CC2)Oc2ccccc21	0.2	55	1%	x	x	x	13%	x	x	-7%
COc1cc(OC)c(OC)cc1/C=N/NC(=O)c1cc(-c2cccn2C)n[nH]1	-4.8	109	11%	19%	-4%	5%	11%	-0.1%	i	0%
COc1ccc(Oc2coc3cc(OC(=O)c4cncc(Br)c4)ccc3c2=O)cc1	0.6	61	4%	21%	-10%	16%	3%	-0.1%	i	0%
CCOC(=O)C(NC(=O)c1ccc(Cl)cc1Cl)(Nc1ccc(C)cc1)C(F)(F)F (stereo not drawn)	-1.3	74	5%	-2%	-20%	-1%	3%	-0.1%	x	-6%
O=C(Nc1ncc(Cl)cn1)c1cccs1	1.7	59	0%	7%	2%	8%	-1%	-0.1%	i	-10%
O=C(CSc1nnnn1-c1ccccc1)Nc1ccc(Cl)cn1	0.1	30	-17%	-4%	7%	4%	6%	-0.1%	i	2%
CC1Cc2ccccc2N1C(=O)C1CCN(S(=O)(=O)Cc2ccccc2)CC1 (stereo not drawn)	1.1	61	3%	-1%	12%	-2%	-2%	-0.2%	i	-2%
Cc1ccc(N2CCN(S(=O)(=O)c3ccc4c(c3)oc(=O)n4C)CC2C)cc1 (stereo not drawn)	0.8	58	-31%	10%	-24%	24%	13%	0.3%	x	-6%
Cc1ccccc1C(CC(=O)c1cccs1)C(C#N)C#N (stereo not drawn)	5.8	59	4%	8%	12%	0%	10%	1.5%	i	-24%
COc1cc(C(=O)Oc2ccccc2/C=N/NC(=O)c2ccc(C)cc2)cc(OC)c1OC	0.7	36	13%	6%	12%	16%	-2%	0.0%	i	-7%
CCCC1(C(=O)OCC)NC(c2ccc(N(C)C)cc2)C2C(=O)N(c3ccc4c(c3)OCCO4)C(=O)C21 (stereo not drawn)	-0.7	56	2%	0%	6%	0%	9%	-0.3%	i	-5%

Arranged by the number under Large T inhibition (smallest number first): 3 of the compounds above.
Compound | Large T inhibition
Cc1cccc(-n2c(O)c(C=Nc3ccc4c(c3)OCO4)c3ccccc3c2=O)n1 | 8%
CCCC1(C(=O)OCC)NC(c2ccc(N(C)C)cc2)C2C(=O)N(c3ccc4c(c3)OCCO4)C(=O)C21 (stereo not drawn) | 9%
Cc1ccccc1C(CC(=O)c1cccs1)C(C#N)C#N (stereo not drawn) | 10%

(further entries)
SMILES	NTR1 ag	NTR1 ag cell count 20 µM	Rac1 GTP hydrolysis	AID2073	GPR55 LPI antagonism	GPR35 arrestin U2OS	Large T inhibition	GPR55 activation	Yfh1-off respiration	NS5 inhibitors
COc1cccc(OC)c1NC(=O)C1CCCN1C(=O)Nc1ccccc1Cl (stereo not drawn)	0.2	63	6%	5%	7%	13%	x	-0.1%	x	0%
Cc1oc(S(=O)(=O)N2CCOCC2)cc1C(=O)Nc1ccc(F)cc1	4.4	45	8%	-2%	5%	-2%	7%	-0.2%	i	-1%
COc1ccc(N(CC(=O)N2CCCC2)S(=O)(=O)c2ccc(NC(C)=O)cc2)cc1	-1.1	52	2%	2%	5%	-15%	-2%	0.2%	x	1%
O=C(Nc1ccc(O)cc1)c1cc2ccccc2c(=O)s1	4.5	45	23µM*	2%	-2%	9%	37%	-0.1%	i	-13%
Cc1ccc(C)c(NC(=O)c2ccccc2C(=O)c2ccccc2)c1	2.3	61	x	16%	79%*	-10%	10%	-0.3%	i	x

In the list so far, these have two or more sulfur atoms:
SMILES	NTR1 ag	NTR1 ag cell count 20 µM	Rac1 GTP hydrolysis	AID2073	GPR55 LPI antagonism	GPR35 arrestin U2OS	Large T inhibition	GPR55 activation	Yfh1-off respiration	NS5 inhibitors
Cc1cc2nc(N3C(=O)CNC3=S)sc2cc1C	5.7	87	5%	41%	22%	8%	7%	-0.1%	i	-3%
CCCS(=O)(=O)NCCc1csc(-c2ccc(OC)c(OC)c2)n1	1.5	52	9%	-3%	3%	8%	22%	0.1%	i	-13%
Cc1ccc(S(=O)(=O)N(C)CC(=O)Nc2nnc(CC(C)C)s2)cc1	0.3	65	7%	-3%	16%	-3%	20%	0.3%	x	-7%
C=CCn1c(-c2csc(-c3ccc(Cl)cc3)n2)n[nH]c1=S	0.5	43	17%	2%	0%	14%	-3%	0.1%	i	-6%
